rCAG binder: molecules binding r(CAG) RNA repeats. inhibition, % at 3 µM. 370,000 compounds, 1.3% hits. r(CAG) RNA repeat, TO-PRO-1 dye displacement fluorescence. AID 651821;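 active = inhibition above the plate cutoff, the mean of all test compounds on that plate plus 3 SD, cut at about 35% in these data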;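 note: 0% = DMSO alone and 100% = 100 µM mitoxantrone as full dye displacement; higher means more dye released from RNA so lower well fluorescence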
ABHD4 inh: inhibits mouse alpha/beta hydrolase domain 4. purified mABHD4, FP-Rh probe fluorescence polarization. 370,000 compounds, 0.54% hits. Q8VD66. AID 720543. inhibition, % at 8.92 µM;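 active = inhibition exceeding the mean over every tested compound plus 3 SD, cut at about 30% in these data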;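 note: 0% = plate median of compound wells and 100% = S159A mutant with DMSO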
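Assay system: wild-type mouse ABHD4 protein; compound: single nominal dose of 8.92 µM, 0.89% DMSO final; schedule: 45 min + 60 min at 25 °C; measured by: FP readout, ex 525 nm / em 598 nm; evaluation: % inhibition of FP-Rh probe binding versus controls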
PRMT1 inh: inhibitors of human PRMT1; recombinant PRMT1, activity-based probe fluorescence polarization; inhibition, % at 2.79 µM; 370,000 compounds, 1.3% hits; AID 652257;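 active = inhibition above about 21% made by adding two undisclosed values, limit read from the data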
Target sequence (Q99873 whole entry, looked up): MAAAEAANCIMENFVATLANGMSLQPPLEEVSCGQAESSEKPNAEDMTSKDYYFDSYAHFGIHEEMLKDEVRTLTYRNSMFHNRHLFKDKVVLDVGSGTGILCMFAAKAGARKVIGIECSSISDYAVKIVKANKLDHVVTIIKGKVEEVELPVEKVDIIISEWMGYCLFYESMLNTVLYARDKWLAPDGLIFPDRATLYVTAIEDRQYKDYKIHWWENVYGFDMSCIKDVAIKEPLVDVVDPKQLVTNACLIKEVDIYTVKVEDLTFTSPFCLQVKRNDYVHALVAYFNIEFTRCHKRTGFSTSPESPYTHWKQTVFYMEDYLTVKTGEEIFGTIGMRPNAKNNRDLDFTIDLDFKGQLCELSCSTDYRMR
MBD2 DNA inh: MBD2-methylated oligo binding inhibition; Q9UBB5; TR-FRET, MBD2 binding to methylated oligonucleotide; inhibition, % at 4.4 µM; 370,000 compounds, 0.31% hits; AID 686964; in the data active = inhibition above about 13%
TCR CD3 inh: human TCR-CD3 binding inhibition | TAMRA-labeled TCR probe fluorescence, biochemical | inhibition, % at 9.4 µM | 360,000 compounds, 0.37% hits | AID 651800; in the data active = inhibition above about 19%;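 note: recombinant mutant TCR 2C K166C tagged with TAMRA read by polarization; 0% = receptor in buffer alone and 100% = receptor with positive control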
SIAE primary: human SIAE inhibition, primary screen | Q9HAT2 | SIAE FP-Rh probe binding, fluorescence polarization | inhibition, % at 9.66 µM | 370,000 compounds, 0.69% hits | AID 1053197;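 active = inhibition above a cutoff: mean of compounds within the control limits plus 3 SD of those, cut at about 17% in these data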;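 note: 0% = plate median of compound wells and 100% = probe without SIAE protein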
GC-B act: GC-B (human) receptor activation; P20594; HEK293-GC-B cells, CNP EC30, cGMP TR-FRET; 0% at EC30 CNP, 100% saturating CNP; activation, % at 10 µM; 370,000 compounds, 0.11% hits; AID 1920062;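 active = activation at 10 µM reaching about 35% in either raw or pattern-adjusted values, limit read from the data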
LEDGF integ inh: blocks HIV-1 LEDGF/p75-dependent DNA integration; TR-FRET IN-LEDGF/p75 DNA integration, Eu/Cy5; inhibition, % at 3.7 µM; 370,000 compounds, 0.64% hits; AID 743269;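 active = inhibition above the screen-wide mean plus 3 SD, cut at about 13% in these data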;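 note: signal is the Cy5 over europium emission ratio at 671 and 618 nm; 0% = plate median of compound wells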
HTRA1 inhibitor: blocks human HTRA1 serine peptidase. Q92743. recombinant HTRA1, FP-rhodamine activity-based probe, fluorescence polarization. inhibition, % at 5.96 µM. 340,000 compounds, 0.5% hits. AID 504803; in the data active = inhibition above about 36%;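 note: 0% = enzyme with DMSO and 100% = wells lacking enzyme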
TDP2 absorb: TDP2 (human) inhibition, absorbance primary screen. O95551. recombinant TDP2, T5PNP hydrolysis, p-nitrophenol absorbance 415 nm. inhibition, % at 12.8 µM. 370,000 compounds, 0.34% hits. AID 720702;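 active = inhibition above the mean of all tested compounds plus 3 SD, set per campaign, cut at about 25% in these data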;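 note: 0% = DMSO with enzyme and 100% = buffer with substrate but no TDP2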
Target sequence (O95551 whole entry, looked up): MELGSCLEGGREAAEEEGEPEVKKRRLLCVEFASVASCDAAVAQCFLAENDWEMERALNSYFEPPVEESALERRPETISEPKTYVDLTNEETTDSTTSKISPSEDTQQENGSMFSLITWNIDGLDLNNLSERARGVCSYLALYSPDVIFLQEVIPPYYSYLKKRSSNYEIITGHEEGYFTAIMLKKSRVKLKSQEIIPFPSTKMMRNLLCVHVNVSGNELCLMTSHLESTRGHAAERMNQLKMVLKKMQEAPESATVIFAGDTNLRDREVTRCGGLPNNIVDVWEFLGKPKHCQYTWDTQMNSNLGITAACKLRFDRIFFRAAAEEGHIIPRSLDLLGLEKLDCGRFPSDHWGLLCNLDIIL
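Read-out basis: percent inhibition. System: recombinant human TDP2. Buffer or medium: Mg2+-containing Tris-HCl buffer, pH 7.5. Repeats: single replicate. Timing: reaction 2 h, 37 °C. Benchmarks: high control without enzyme, low control DMSO plus TDP2. Probe or stimulus: 5 mM T5PNP. Doses: 12.8 µM only. Measured by: epi absorbance of p-nitrophenol freed from T5PNP by hydrolysis.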
* hit, by the source's call; nt = no result given.

SMILES	rCAG binder	ABHD4 inh	PRMT1 inh	MBD2 DNA inh	TCR CD3 inh	SIAE primary	GC-B act	LEDGF integ inh	HTRA1 inhibitor	TDP2 absorb
CN1CCN(S(=O)(=O)c2ccc(N(C)Cc3ccc(C(F)(F)F)cc3)c([N+](=O)[O-])c2)CC1	1	7	-2	-2	0	9	-2	-4	-11	-1
COc1cc2c(c3c1c(=O)c1cccc(F)c1n3C)C=CC(C)(C)O2	1	-4	3	-6	6	-1	3	1	nt	6
COc1cccc(CNC(=O)CC2Sc3ccccc3NC2=O)c1 (centres undefined)	-2	-14	4	7	1	-13	2	0	-3	-18
CN1CCC(N(C)S(=O)(=O)c2ccc(F)cc2F)CC1	0	0	-1	2	0	-2	0	2	-1	-22
Cc1noc(COc2ccccc2OCC(O)CNC(C)(C)C)n1 (centres undefined)	-3	-1	-2	0	1	0	2	3	8	-10
N=c1n(CCCOc2ccc(Br)cc2)c2ccccc2n1CC(N)=O	7	3	-2	0	-3	-1	-9	11	3	-4
C[C@H](CO)N1C[C@H](C)[C@@H](CN(C)S(C)(=O)=O)Oc2ccc(NC(=O)CCN3CCOCC3)cc2C1=O	4	3	2	1	-7	-1	4	1	1	2
S=C(NCCCc1cnc[nH]1)NCCCN(Cc1ccc(Cl)cc1)c1ccc(Br)cn1	8	9	0	-6	-3	17*	-3	4	nt	-1
O=c1c2c(-c3ccccc3)csc2nc2c3ccccc3c(NCCN3CCOCC3)nn12	7	12	6	4	4	-9	-10	1	-43	-9
CN(C)CCNC(=O)c1cccc(-c2cccc3nncn23)c1	4	-2	-1	-7	-2	2	0	55*	nt	-4
Cc1cccc2c3nc4ccccc4nc3n(CCCN3C(=O)c4ccccc4C3=O)c12	-1	1	3	1	1	-3	-5	-5	-7	9
COC(=O)CSc1nnc(CNC(=O)c2ccc(OC)c(OC)c2)n1C	-1	3	6	5	-4	11	0	-3	1	7
CC(C)N(C(=O)[C@H]1C[C@H](CC(=O)NCCc2ccccn2)C(=O)N2CCc3c([nH]c4cc(-c5ccco5)ccc34)[C@]12C)C(C)C	4	-26	40*	0	1	-9	3	9	9	-11
O=C(O)c1cccc(NC(=S)NC(=O)c2ccncc2)c1	1	-2	-2	4	6	5	2	6	-2	-4
CC(C)c1cc(C(=O)N/N=C/c2ccoc2)cs1	14	1	1	0	4	2	3	-5	-9	-10
O=c1[nH]c(CN2CCOCC2)nc2cc(Cl)ccc12	0	-1	-3	-3	11	6	-2	-2	-1	-4
Cn1nnnc1SCc1csc(C2C(C#N)=C(N)OC3=C2C(=O)CCC3)c1 (centres undefined)	0	4	-1	3	5	9	1	1	2	12
O=C(CC12CC3CC(CC(C3)C1)C2)NCCN1CCOCC1	-1	-2	0	-3	2	1	2	0	-7	-5
Cc1ccc(-c2csc3ncnc(SCC(=O)c4ccc5c(c4)OCCO5)c23)cc1	8	1	1	1	5	3	2	-2	-17	17
Cc1cccc(N(Cc2ccccc2F)S(C)(=O)=O)c1	-1	-4	-3	-3	4	5	2	-1	2	4
CCOC(=O)N1CCN(C(=O)c2ccc3c(=O)n(-c4ccc(F)cc4)c(=S)[nH]c3c2)CC1	-2	2	1	1	-7	0	-4	-3	6	-8
Cc1ccc(C(=O)OCC(=O)NCCC2=CCCCC2)cc1N	0	-2	-4	-2	6	-2	-5	6	2	-5
Cc1cccc(NC(=S)NC2CC3CCCC(C2)N3CC(C)C)c1 (centres undefined)	-1	0	0	3	5	-3	0	0	5	3
Cc1ccc(S(=O)(=O)N2CCCCC2)cc1NC(=O)COC(=O)Cc1cccc(C(F)(F)F)c1	-2	5	1	2	2	-9	1	-3	-28	-7
Cc1cccc(C)c1NC(=O)CNC(=O)C1CCCC1	1	6	1	-7	8	0	3	-2	5	-7
CN(NC(=O)c1c(Cl)cccc1Cl)c1cccc(Cl)n1	-1	-4	-3	-1	6	-3	2	5	2	0
O=C(NNS(=O)(=O)c1ccc([N+](=O)[O-])cc1)c1ccc([N+](=O)[O-])cc1	3	10	-1	-1	7	4	2	1	11	5
Cc1cc(C(=O)Nc2ccc3c(c2)OCCO3)ccc1[N+](=O)[O-]	0	-1	-5	0	5	-3	-3	7	0	-6
Cc1ccc(C2CC(c3cccs3)=NN2C(=O)CSc2nc3ccccc3o2)cc1 (centres undefined)	4	-25	-1	-4	0	-3	2	0	-42	-12
Cc1csc(NC(=O)Cn2cnnn2)n1	-3	-1	-1	-2	12	1	3	-5	12	-8
COc1cc(OC)cc(C(=O)N[C@H](C(=O)Nc2nc3c(s2)CCCC3)C(C)C)c1	1	28	-1	3	-4	7	-3	3	-41	-3
CC(Sc1nc2sc3c(c2c(=O)n1-c1ccccc1)CCCC3)C(=O)O (centres undefined)	15	-5	-1	-2	2	3	1	2	2	-9
COc1ccc(N2CCN(C(=O)CN3C(=O)C4CC=CCC4C3=O)CC2)cc1 (centres undefined)	-3	0	-4	1	2	0	7	1	1	7
CCOc1ccccc1NC(=O)N1CCCC(c2nc(-c3ccc(C)o3)no2)C1 (centres undefined)	4	-7	1	2	2	0	-4	3	-11	-12
Cc1cccc(N2CCN(C(=O)c3ccc(S(=O)(=O)N(C)c4ccccc4)cc3)CC2)c1C	6	-10	-3	-3	0	8	-6	-2	-22	5
CC(C)[C@H](N)C(=O)OCC(CO)OCn1cnc2c(=O)[nH]c(N)nc21 (some centres undefined)	4	-2	-6	1	nt	6	8	3	nt	-15
COC(=O)[C@]12C[C@H](CC(=O)N3CCOCC3)C(=O)N(CCc3ccc(OC)c(OC)c3)C1=C[C@H](C(C)(C)C)O[C@@H]2C	0	1	3	0	-7	13	-2	-1	nt	6
Fc1ccccc1CN(CCN1CCOCC1)C(=S)Nc1ccccc1Cl	-6	6	-1	-6	4	-3	-1	4	-2	-10
N#C/C(=C\c1ccc(OCCN2CCOCC2)cc1)C(=O)Nc1ccccc1	-3	-2	-5	-1	0	1	0	4	-2	6
Cc1cccc(C)c1NS(=O)(=O)c1ccc(-c2cnc(C3CC3)o2)cc1	1	-8	2	-2	-4	-7	12	0	-37	9
O=C(c1cccnc1NCc1ccccc1)N1CCOCC1	-3	7	0	3	-8	2	0	-2	4	5
COc1ccc(OC)c(NC(=O)NCCCCc2ccccc2)c1	-5	0	1	1	-1	4	-3	-3	-12	6
CC(=O)Nc1sc2c(c1CN1CCN(c3ccc(F)cc3)CC1)CCCC2	3	-4	1	6	-6	4	7	3	5	-10
Cc1ccc(N(CC(=O)NC2CCCC2)C(=O)c2ccc(C)s2)cc1	-7	1	6	1	-2	-4	7	3	-3	0
COc1ccc(NC(=O)C2CC(=O)OC2c2ccccc2)cc1 (centres undefined)	2	-1	-5	-3	-7	0	4	4	5	-15
CCc1ccc(OCCCOc2ccc(C=O)cc2)cc1	-5	-2	0	4	-2	-6	-1	-2	-26	-1
Nc1nc2ccc(C(=O)N3CCCCC3)cc2s1	3	2	4	-4	4	12	-7	3	1	19
FC(F)(F)c1ccccc1NC(=S)OCCN1CCCC12CCC(c1ccccc1)CC2 (centres undefined)	nt	10	42*	1	nt	2	-1	-2	nt	-6
O=c1[nH]c2ccccc2n1C1=CCNCC1	-3	0	2	0	-2	0	2	3	-6	-10
COC(=O)c1ccc(C23CC4(C2)[C@H](CN(Cc2cccnc2)[C@@H]4c2ccccc2)C3c2ccc(Cl)nc2)cc1 (some centres undefined)	11	-3	-3	4	1	2	3	-2	-38	-11
Cc1nc(NC(=S)NC(=O)c2ccco2)sc1C(=O)N(C)C	2	3	-1	-1	8	-5	4	-1	7	-12
CC(=O)N1CCN(CC(=O)Nc2ccc(Cl)c(S(=O)(=O)N(C)C)c2)CC1	2	5	0	3	15	7	3	-1	3	2
O=[N+]([O-])c1cccc2cnccc12	0	-9	7	3	-10	-7	0	-1	1	1
CCc1nnc(NC(=O)C(NS(=O)(=O)c2ccccc2)C(C)C)s1 (centres undefined)	3	1	0	0	-4	-1	-10	1	2	-10

An excerpt from above in order of SMILES length, ascending:
SMILES	rCAG binder	ABHD4 inh	PRMT1 inh	MBD2 DNA inh	TCR CD3 inh	SIAE primary	GC-B act	LEDGF integ inh	HTRA1 inhibitor	TDP2 absorb
Nc1nc2ccc(C(=O)N3CCCCC3)cc2s1	3	2	4	-4	4	12	-7	3	1	19
CCc1ccc(OCCCOc2ccc(C=O)cc2)cc1	-5	-2	0	4	-2	-6	-1	-2	-26	-1
O=C(c1cccnc1NCc1ccccc1)N1CCOCC1	-3	7	0	3	-8	2	0	-2	4	5
COc1ccc(OC)c(NC(=O)NCCCCc2ccccc2)c1	-5	0	1	1	-1	4	-3	-3	-12	6
COc1ccc(NC(=O)C2CC(=O)OC2c2ccccc2)cc1 (centres undefined)	2	-1	-5	-3	-7	0	4	4	5	-15
Cc1nc(NC(=S)NC(=O)c2ccco2)sc1C(=O)N(C)C	2	3	-1	-1	8	-5	4	-1	7	-12
Cc1ccc(N(CC(=O)NC2CCCC2)C(=O)c2ccc(C)s2)cc1	-7	1	6	1	-2	-4	7	3	-3	0
CC(=O)Nc1sc2c(c1CN1CCN(c3ccc(F)cc3)CC1)CCCC2	3	-4	1	6	-6	4	7	3	5	-10
N#C/C(=C\c1ccc(OCCN2CCOCC2)cc1)C(=O)Nc1ccccc1	-3	-2	-5	-1	0	1	0	4	-2	6
Cc1cccc(C)c1NS(=O)(=O)c1ccc(-c2cnc(C3CC3)o2)cc1	1	-8	2	-2	-4	-7	12	0	-37	9
FC(F)(F)c1ccccc1NC(=S)OCCN1CCCC12CCC(c1ccccc1)CC2 (centres undefined)	nt	10	42*	1	nt	2	-1	-2	nt	-6
CC(=O)N1CCN(CC(=O)Nc2ccc(Cl)c(S(=O)(=O)N(C)C)c2)CC1	2	5	0	3	15	7	3	-1	3	2
COC(=O)c1ccc(C23CC4(C2)[C@H](CN(Cc2cccnc2)[C@@H]4c2ccccc2)C3c2ccc(Cl)nc2)cc1 (some centres undefined)	11	-3	-3	4	1	2	3	-2	-38	-11

Assay outcomes as filed in PubChem.

A portion of the library; the hit share may differ from the screen's.
